# High-throughput results as filed in PubChem.
# MITF inh: MITF inhibitors, primary screen, biochemical, AlphaScreen, human; AlphaScreen MITF homodimerization, bead proximity signal; AID 1259374, 2018; Microphthalmia-associated transcription factor (Homo sapiens), O75030; actives 0.91% (n = 650,000); inhibition, % at 2.6 µM; in the data active means inhibition above about 50%;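 further: 0% = vehicle wells with protein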
# Target sequence (O75030 whole entry, looked up): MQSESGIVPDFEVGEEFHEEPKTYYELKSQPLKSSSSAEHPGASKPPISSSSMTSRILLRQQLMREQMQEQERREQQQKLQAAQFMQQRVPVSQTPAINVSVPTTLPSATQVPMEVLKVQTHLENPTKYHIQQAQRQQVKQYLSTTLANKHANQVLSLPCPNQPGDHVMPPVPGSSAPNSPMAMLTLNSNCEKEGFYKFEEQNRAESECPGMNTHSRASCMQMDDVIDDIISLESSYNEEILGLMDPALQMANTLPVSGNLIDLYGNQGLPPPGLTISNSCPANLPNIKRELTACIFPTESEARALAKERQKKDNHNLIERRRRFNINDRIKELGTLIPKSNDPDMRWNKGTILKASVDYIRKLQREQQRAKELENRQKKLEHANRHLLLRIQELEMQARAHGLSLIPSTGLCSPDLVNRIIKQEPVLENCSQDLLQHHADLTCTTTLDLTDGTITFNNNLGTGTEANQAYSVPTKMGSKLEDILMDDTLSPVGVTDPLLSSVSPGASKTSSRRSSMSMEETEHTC
# FBW7 act: FBW7 E3 ligase activators, primary screen, biochemical, AlphaScreen, human; F-box/WD repeat-containing protein 7 (Homo sapiens), Q969H0; AlphaScreen FBW7–phospho-cyclin E peptide binding, activator screen; normalized activity (activation), % at 26.1 µM; actives 0.13% (n = 650,000); AID 1259310, 2017; in the data active means normalized activity above about 1.9%;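 further: purified mutant Fbw7 with reduced substrate affinity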
# TEAD-YAP block: TEAD-YAP interaction inhibition, primary screen, TEAD-YAP interaction inhibitor project, luminescence, HEK-TIYL cells | TEAD-Gal4/YAP UAS-luciferase luminescence | inhibition, % at 9.12 µM | actives 1.4% (n = 640,000); in the data active means inhibition above about 32%;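 further: 0% = median of test compound wells and 100% = reference inhibitor wells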
# GPR151 activ: activators of human GPR151, primary screen, cell-based, PathHunter beta-arrestin, luminescence; activation, % at 11.2 µM; AID 1508602, 2020; PathHunter beta-arrestin GPR151 cells; actives 1% (n = 650,000); G-protein coupled receptor 151 (Homo sapiens), Q8TDV0; in the data active means activation above about 4.9%;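 further: 0% = median of compound wells and 100% = cells with positive control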
# Target sequence (Q8TDV0 whole entry, looked up): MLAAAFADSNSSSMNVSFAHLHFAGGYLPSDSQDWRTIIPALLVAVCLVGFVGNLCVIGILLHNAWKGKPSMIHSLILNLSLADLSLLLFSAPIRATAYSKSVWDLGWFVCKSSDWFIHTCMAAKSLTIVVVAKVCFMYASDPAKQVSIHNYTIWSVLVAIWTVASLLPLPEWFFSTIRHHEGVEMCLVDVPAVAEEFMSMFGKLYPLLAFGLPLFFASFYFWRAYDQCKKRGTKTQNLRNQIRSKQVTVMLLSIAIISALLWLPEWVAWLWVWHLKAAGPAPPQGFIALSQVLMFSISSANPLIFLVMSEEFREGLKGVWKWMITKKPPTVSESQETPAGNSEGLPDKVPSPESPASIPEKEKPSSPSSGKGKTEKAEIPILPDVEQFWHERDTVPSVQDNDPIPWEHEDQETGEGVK
# * marks the source's active call; other numbers are inactive results; x = no result given. Random draw from the library (roughly 3.4% active in at least one column).
SMILES | MITF inh | FBW7 act | TEAD-YAP block | GPR151 activ
Cc1cc(N2CCN(C)CC2)nc2ccc(NC(=O)/C=C/c3ccco3)cc12 | -4 | -0.1 | -49 | 1.2
CC(C)(C(=O)N1CCC(Nc2nc3c(c(=O)[nH]2)CCC3)CC1)c1ccc(Cl)cc1 | 7 | 0.1 | 1 | -0.3
Cc1nn(-c2ccccc2)c2sc(C(=O)Nc3ccc(-c4ccccc4)cc3)cc12 | 10 | 0.0 | 5 | -0.8
CC1=C(C(=O)Nc2ccccn2)C(c2ccccc2C)C2=C(CC(C)(C)CC2=O)N1 (stereo not given) | 2 | -0.2 | -8 | -0.8
Cc1ncc(CO)c2cc(C(=O)NC3=CC4OCOC4C=C3)c(=Nc3ccc(F)cc3)oc12 (stereo not given) | 0 | 0.4 | 2 | -1.0
COc1cc(N2CCN(Cc3ccccc3)CC2)c([N+](=O)[O-])nc1[N+](=O)[O-] | -11 | -0.2 | -2 | -1.2
CCOC(=O)C1=C(C)N=c2s/c(=C\c3ccc(OCc4ccccc4C#N)c(OC)c3)c(=O)n2C1c1ccccc1 (stereo not given) | 10 | 0.6 | 2 | 1.2
O=C(c1ccccc1)N1CN(C2CCCCC2)Cc2c1sc1c2CCCC1 | 12 | 0.1 | -62 | -0.8
Cc1ccc(S(=O)(=O)NCCCN(C)C)cc1 | 2 | 0.0 | -7 | 0.7
CCOC(=O)CS(=O)(=O)c1ccc(C(=O)NCCc2ccc(Cl)cc2)cc1[N+](=O)[O-] | 2 | 0.0 | 1 | -2.3
CCCCOc1ccc(Cn2c(N)n[nH]c2=S)cc1 | 10 | -0.1 | 5 | -0.9
COc1ccc(NC(=O)Cn2ncn3c(cc4ccccc43)c2=O)c(OC)c1OC | 9 | 0.2 | -6 | 0.6
COc1ccc(N=C(NOC(C)=O)c2ccc(Cl)cc2)c(OC)c1 | 10 | 0.1 | 2 | -1.0
CCOC(=O)c1cc(C)n(S(=O)(=O)c2ccc(C)cc2)c1C | -12 | -0.1 | -1 | 1.0
COc1ccc(/C(C)=N/NC(=O)c2cccc(Cn3cccn3)c2)cc1 | -2 | 0.2 | -33 | -0.4
Cc1cccn2cc(-c3cc4c(ccc5ccccc54)oc3=O)nc12 | -5 | 0.0 | -2 | 0.2
N/C(=N\OC(=O)c1ccc(Cl)cc1)c1ccc(Cl)cc1 | 17 | 0.5 | 7 | 0.4
c1ccc(CNc2ncnc3nc(N4CCc5ccccc5C4)[nH]c23)cc1 | 22 | -0.1 | -12 | -0.4
CC(CCc1ccccc1)NC(=O)C1CCN(c2nnc(N3CCCC3=O)s2)CC1 (stereo not given) | 33 | -0.1 | 6 | 0.4
CCCOc1cccc(OCCN2CCN(C)CC2)c1 | 7 | 0.5 | -9 | 0.1
CC(C(=O)c1ccc(-c2ccccc2)cc1)[n+]1cccc(NC(=O)c2ccccc2)c1 (stereo not given) | 2 | 0.0 | 11 | -0.5
CCOC(=O)C1=C(C)N=c2s/c(=C\c3cc(C)n(-c4ccc(C)cc4)c3C)c(=O)n2C1c1ccc(Cl)cc1 (stereo not given) | 2 | 0.0 | -5 | 1.8
CCOC(=O)C1=CN(C(C)C)C=C(C(=O)OCC)C1c1ccc(OCc2ccccc2)c(OC)c1 | -4 | 0.0 | 0 | -1.1
N#CC1=C(N)Oc2cc3c(cc2C1c1cccc(Br)c1)OCO3 (stereo not given) | 20 | 0.0 | 61* | 0.1
O=C(Nc1ccc(Cl)c(NC(=O)c2ccccc2)c1)c1cccc(F)c1 | -2 | 0.3 | 6 | -1.5
CCN1CCN(c2c(Cl)cccc2NC(=O)c2cccc(Cl)c2)CC1 | 14 | 0.9 | -2 | 0.5
COc1cc(-c2cn[nH]c2)ccc1NC(=O)C1COc2ccc(F)cc2C1 (stereo not given) | 7 | 0.0 | 22 | 2.1
COC(=O)Cn1c(=O)c2c(nc3n(-c4cccc(Cl)c4C)c(C)cn23)n(C)c1=O | 2 | 0.1 | -4 | 0.4
O=C(CNC(=S)N(CCCN1CCOCC1)Cc1cccs1)NC1CCCCC1 | 15 | 0.5 | 3 | -2.4
Cc1cc(F)ccc1NC(=O)CC(C)S(=O)(=O)c1ccc2c(c1)OCC(=O)N2 (stereo not given) | 8 | 0.1 | 8 | -2.3
C[C@H]1Cc2c(COc3ccccc3)nc3c(c2CO1)CN(C(=O)c1ccco1)CC3 | -4 | -0.1 | x | -1.0
CC(=O)OCOCC#CC(OC(C)=O)c1ccccc1 (stereo not given) | 37 | 0.1 | 5 | 1.2
COc1ccc(C2=N/C(=C/c3cccc([N+](=O)[O-])c3)C(=O)N2c2ccc(Cl)cc2C)cc1Br | -4 | -0.1 | -4 | -0.6
COC(=O)C1=C(C(=O)OC)[C@@H]2Nc3ccccc3[C@@]23C[C@@H](C(=O)OC)N(C(=O)NC(C)(C)C)C3=N1 | -12 | -0.1 | x | -0.7
CCc1nc2sc(C(c3ccccc3Cl)N3CCOCC3)c(O)n2n1 (stereo not given) | 4 | -0.1 | 1 | 0.7
O=[N+]([O-])c1ccc(OCCOc2ccccc2/C=N/n2cnnc2)cc1 | 3 | 0.2 | 10 | 1.1
O=C1CCCCN1c1cccc(NS(=O)(=O)c2ccccc2)c1 | 4 | 0.1 | 0 | -0.5
Fc1cccc(/C=N/N2CCN(Cc3ccccc3)CC2)c1 | 0 | 0.0 | 0 | 0.4
Cc1[nH]nc2c1C(c1cccc([N+](=O)[O-])c1)NC2=O (stereo not given) | 15 | 0.6 | -5 | -1.4
COc1ccc(NC(=O)CN(Cc2ccccc2)S(=O)(=O)c2ccc(Br)cc2)cc1 | 1 | 0.2 | -3 | -1.1
Cc1cc(OCC(=O)N2CCN(c3ccccn3)CC2)c(C)cc1Br | -7 | -0.1 | -5 | 0.0
CN(Cc1ccco1)S(=O)(=O)c1ccc(C(=O)Nc2ccc(Cl)cc2)cc1 | -8 | -0.2 | 7 | 0.1
CC(=O)c1cccc(Nc2c(-c3ccc(Cl)cc3)c(=O)c2=O)c1 | -10 | 0.0 | 9 | -1.1
c1csc(CNc2ncc(-c3ccc4ccccc4c3)n3ccnc23)c1 | 0 | 0.3 | 9 | 1.6
O=C(CC1C(=O)NCCN1Cc1cccc(F)c1)NCCCn1ncc2ccccc21 (stereo not given) | 11 | 0.0 | 8 | 4.0
COc1ccc(NS(=O)(=O)c2cccc3ccccc23)cc1N1CCCCC1=O | -7 | -0.1 | 8 | 0.7
CCOc1cc([N+](=O)[O-])c(OCC)cc1NC(=O)CSCCO | -7 | -0.4 | -4 | -0.1
COc1ccc(-c2nc3cnccn3c2NCCc2ccc(OC)c(OC)c2)c(OC)c1 | -1 | -0.1 | -5 | -0.5
O=C1NC(=S)N/C1=C/c1cccc(Oc2ccccc2)c1 | 4 | 0.4 | -2 | -0.2
Cc1ccc(Oc2ccc(NC(=O)c3ccc(N4C(=O)c5ccccc5C4=O)cc3)cc2)cc1 | -3 | 0.3 | 1 | 4.6
COC(=O)c1ccccc1NC(=O)c1cc(Cl)ccc1Cl | 3 | 0.0 | -1 | 0.9
O=C(CCCn1c(=S)[nH]c2ccc(Br)cc2c1=O)N1CCN(c2ccccn2)CC1 | 8 | 0.2 | -4 | -1.0
CCOC(=O)c1c(/N=C(\C)C2=C(O)c3ccccc3C2=O)sc(C)c1C | -12 | 0.1 | 2 | 0.1
Cc1ccc(Oc2ccc(NC(=O)CCc3ccccc3)cc2)nn1 | -12 | -0.1 | -22 | -0.8
Cc1cc(C)nc(NS(=O)(=O)c2ccc(NCc3nc4ccccc4n3C)cc2)n1 | -3 | 0.0 | -5 | 0.1
O=C(O)[C@@H]1[C@H]2C[C@H]2CN1C(=O)c1ccccc1F | -1 | 0.0 | 1 | -0.1
COc1cccc(OC)c1C(=O)NNC(=O)c1ccc(O)cc1O | 9 | -0.3 | 1 | -1.5
O=C(Nc1cccc(-c2nc3ncccc3o2)c1)c1ccc(-c2ccccc2)cc1 | 2 | 0.0 | -13 | -0.6
Cc1cccc(C(=O)Nc2ccccc2-c2nnn(CC(=O)Nc3ccccc3)n2)c1 | 11 | 0.1 | 9 | 0.9
Cc1ccc2c(c1)c1c(n2C)C(=O)CCC1 | -15 | 0.0 | 3 | -0.1

# Following part:
SMILES | MITF inh | FBW7 act | TEAD-YAP block | GPR151 activ
O=C(NCc1noc2ccccc12)N1CCCCC1 | 5 | 0.0 | -16 | -0.6
O=C(NCCn1cccn1)c1ccc(OC2CCN(CCc3ccccc3)CC2)cc1 | -3 | 0.0 | -12 | -0.4
CCn1cc(C(=O)O)c(=O)c2cnc(N3CCN(C(=S)NC)CC3)nc21 | 17 | 0.1 | -8 | 3.3
O=S(=O)(c1ccc(F)cc1)N1CCC(N2CCN(Cc3ccccc3)CC2)CC1 | 15 | 0.0 | -1 | 0.9
COc1ccccc1CC1(C)C(=O)Nc2ccc(F)cc21 (stereo not given) | -4 | 0.0 | -4 | -0.6
Cc1nc(SCc2cccc(Br)c2)[nH]c(=O)c1C#N | -1 | 0.3 | 27 | -0.9
CN1C(=O)/C(=N/n2c(-c3ccccc3)n[nH]c2=S)c2ccccc21 | 19 | 1.3 | 2 | -1.0
Cc1cc(C)cc(Nc2ncnc3c2cnn3-c2ccc(C)cc2C)c1 | 2 | -0.1 | 5 | -0.9
Nc1c(C(=O)Nc2ccc(F)cc2)sc2[nH]c(=O)c(C(=O)O)cc12 | -9 | 0.0 | 5 | 0.1
CCOCCCNCc1cccc(Cl)c1 | 25 | -0.1 | -7 | 0.5
CCOc1ccc(/C=C2\N=C(c3ccc(OC)c(OC)c3)OC2=O)cc1 | -5 | -0.1 | -16 | 2.3
COc1ccc(NC(=O)C2=C(C)NC(=O)NC2c2ccc(Cl)cc2)c(OC)c1 (stereo not given) | 15 | 0.5 | 13 | -0.2
CCn1c(=O)c2cc(C(=O)N(C)CCC#N)sc2c2ccccc21 | -9 | 0.0 | 7 | 0.6
CCn1c(C(=O)O)c(CC(=O)Nc2ccccc2C(=O)OC)c2ccccc21 | 4 | 0.1 | 8 | 0.2
COc1cc(/C=N/NC(=O)c2nonc2N)ccc1OCc1ccc(Cl)cc1 | -11 | 0.7 | -54 | 0.1
FC(F)(F)c1cccc(-c2cc(NCCCn3ccnc3)nc(-c3ccccn3)n2)c1 | 21 | -0.8 | 7 | 0.6
CC(=O)c1cccc(NC(=O)CN2C(=O)C(=O)N(CC(C)C)C2=O)c1 | -3 | 0.1 | -4 | -1.1
CCOc1ccc2[nH]c(=O)c(CN(CC3COCCO3)C(=O)c3cccc(C)c3)cc2c1 (stereo not given) | 4 | 0.0 | 15 | -0.1
CCOc1ccc(S(=O)(=O)Nc2ccc(-c3cn4cccnc4n3)cc2)cc1 | 21 | -0.1 | 3 | -1.9
O=C(c1ccccc1)c1ccc2[nH]c(=O)c(Cc3ccccc3Cl)nc2c1 | -7 | 0.0 | -12 | -0.6
COc1ccccc1C(=O)NCCn1cc(SCC(=O)Nc2cc(C(F)(F)F)ccc2Cl)c2ccccc21 | 16 | -0.1 | 7 | 1.1
Cc1cc([N+](=O)[O-])ccc1NC(=O)COc1ccc(Cl)cc1 | 11 | -0.1 | -2 | -0.9
COc1ccc(C2C(C(=O)N3CCCC3)c3ccccc3C(=O)N2C2CCCCC2)cc1 (stereo not given) | 2 | 0.0 | 5 | 0.2
c1ccc(C(c2ccccc2)c2nc(-c3cccnc3)no2)cc1 | 5 | -0.3 | -6 | 0.3

# Entries of single compounds, looked up by structure.
# Listed for N/C(=N\OC(=O)c1ccc(Cl)cc1)c1ccc(Cl)cc1 : MITF inh: 17; FBW7 act: 0.5; TEAD-YAP block: 7; GPR151 activ: 0.4
# Listed for Cc1cccn2cc(-c3cc4c(ccc5ccccc54)oc3=O)nc12 : MITF inh: -5; FBW7 act: 0.0; TEAD-YAP block: -2; GPR151 activ: 0.2

# Going on with the list:
SMILES | MITF inh | FBW7 act | TEAD-YAP block | GPR151 activ
CCCc1cc(N2CCN(c3ccc(C(C)=O)cc3)CC2)n2cnnc2n1 | 5 | -0.2 | 42* | -1.0
CCCCOc1ccc(C(=O)NCC2OCCc3ccccc32)cc1OC (stereo not given) | -2 | 0.0 | 2 | -1.3
O=C1CC(c2cccc([N+](=O)[O-])c2)Oc2ccc3ccccc3c21 (stereo not given) | -3 | -0.2 | 2 | 1.2
CC(C)c1ccccc1NC(=O)CSc1n[nH]c(=O)n1C1CC1 | 5 | -0.1 | -3 | 1.5
C=CCNC(=O)/C(=C/c1ccc(OC(C)=O)cc1)NC(=O)c1ccco1 | 3 | 0.1 | 4 | 0.5
O=C(CSc1ncccn1)N/N=C/c1cc(Cl)cc(Cl)c1O | 46 | -0.2 | -2 | -0.3
CC1=C(C(=O)Nc2ccccc2)C(c2ccc(C)o2)n2c(s/c(=C/c3ccccc3Cl)c2=O)=N1 (stereo not given) | -8 | 0.0 | 5 | 0.8
CCCn1c(=O)c2c(nc3n(CCOC)c(C)cn23)n(C)c1=O | 5 | 0.1 | 15 | 1.4
Cc1ccc(N(CC(=O)Nc2ccc(C(C)C)cc2)S(=O)(=O)c2c(C)noc2C)cc1 | -2 | -0.3 | -9 | 0.1
CCCn1c(SCC(=O)N2C(C)CCCC2C)nnc1-c1cccnc1 (stereo not given) | -6 | 0.0 | 6 | 0.1
CCn1c(=O)c2c(nc3n(C)c(C)c(C)n23)n(C)c1=O | 16 | 0.1 | -1 | -1.8
Cc1ccc(S(=O)(=O)C2(C(=O)Nc3ccc4c(c3)OCO4)CC2)cc1 | -15 | 0.0 | -2 | -0.3
COc1cccc(CNc2cccc(C(F)(F)F)c2)c1O | -2 | 0.0 | -2 | 2.0
